MT1-MMP act inh: MT1-MMP (human) activation inhibition. HT1080 RFP-PRO-GFP cells, GFP/RFP ratio fluorescence, overnight; percent of plate control window, DMSO zero. P50281. 0.061% of 360,000 active. AID 651647. GFP/RFP ratio change, % at 20 µM;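 active = GFP/RFP ratio change of at least 30% with cell ATP level not reduced by more than half and red fluorescence within 50% of control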; note: strong numbers were not always called active
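Assay system: HT1080 RFP-PRO-GFP cells | Dosing: 20 µM single dose, 1% DMSO | Incubation: Cells overnight before dosing, compound overnight, 37 °C, 5% CO2 | Evaluation: GFP/RFP fluorescence ratio | Control set: DMSO-only wells and HT1080 RFP-L50D-GFP cell wells as references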
Rpn11 inh: blocks the human proteasome subunit Rpn11; calls only at 20 µM; human 26S proteasome, Ub4-pepOG fluorescence polarization; 20S core pre-blocked with epoxomicin; 0.59% of 360,000 active; O00487;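 active = inhibition at 20 µM, scaled to each plate's controls, above about 33%, limit read from the data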
STEP block: STEP (human) phosphatase inhibition | P54829 | recombinant STEP, OMFP fluorogenic substrate, fluorescence | inhibition, % at 20 µM | 0.25% of 360,000 active | AID 588621;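 active = inhibition at 20 µM, scaled per plate between control wells, above about 37%, limit read from the data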;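 note: 0% = DMSO with enzyme and substrate and 100% = substrate only without enzyme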
Target sequence (P54829 whole entry, looked up): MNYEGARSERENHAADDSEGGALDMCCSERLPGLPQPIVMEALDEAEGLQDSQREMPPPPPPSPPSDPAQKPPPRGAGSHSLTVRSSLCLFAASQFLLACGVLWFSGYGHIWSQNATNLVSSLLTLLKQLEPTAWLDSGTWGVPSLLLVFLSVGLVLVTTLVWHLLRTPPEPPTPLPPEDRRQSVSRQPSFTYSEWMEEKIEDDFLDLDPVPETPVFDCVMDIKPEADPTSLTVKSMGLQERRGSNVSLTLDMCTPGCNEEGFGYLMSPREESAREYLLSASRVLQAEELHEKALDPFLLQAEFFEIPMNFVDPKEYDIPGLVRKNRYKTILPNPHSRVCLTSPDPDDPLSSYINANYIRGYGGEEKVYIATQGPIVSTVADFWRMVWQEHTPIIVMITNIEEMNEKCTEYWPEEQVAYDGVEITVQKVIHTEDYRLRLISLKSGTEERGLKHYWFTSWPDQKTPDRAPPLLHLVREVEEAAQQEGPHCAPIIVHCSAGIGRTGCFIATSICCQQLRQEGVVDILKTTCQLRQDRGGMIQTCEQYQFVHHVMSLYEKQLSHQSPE
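Assay system: isolated STEP enzyme / Timing: 20 min at room temperature, dark / Doses: 20 µM, 1% DMSO / Technique: fluorescence intensity, excitation 480 nm, emission 540 nm / Reagent: fluorogenic phosphatase substrate OMFP at 25 µM final / Measure: percent inhibition scaled to no-enzyme and uninhibited-enzyme controls, plate-pattern corrected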
LMPTP inh: blocks human LMPTP phosphatase. 0.22% of 360,000 active. inhibition, % at 20 µM. AID 651560. recombinant LMPTP-A, OMFP fluorogenic substrate, fluorescence intensity. P24666;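 active = compounds that cut the enzyme signal by at least half of the control window in the single-dose screen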;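 note: plate controls were DMSO wells with enzyme plus substrate for no effect and substrate without enzyme for full effect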
Target sequence (P24666 whole entry, looked up): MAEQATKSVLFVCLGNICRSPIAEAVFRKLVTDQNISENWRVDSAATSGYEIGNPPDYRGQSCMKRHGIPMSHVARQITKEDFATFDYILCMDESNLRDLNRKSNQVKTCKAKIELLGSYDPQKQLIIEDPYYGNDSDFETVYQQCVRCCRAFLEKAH
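Assay system: LMPTP-A, protein tyrosine phosphatase of low molecular weight / Medium: pH 6.0 Bis-Tris buffer with DTT and Triton X-100 / Schedule: 50 min enzyme reaction at room temperature, protected from light / Measured by: endpoint fluorescence intensity from OMFP dephosphorylation / Read-out basis: % inhibition relative to no-enzyme and uninhibited control wells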
SKN-1 inh: inhibitors of C. elegans SKN-1. C. elegans VP596 Pgst-4::GFP/RFP ratio, acrylamide-induced, 24 h. inhibition, % at 21.8 µM. 0.49% of 360,000 active;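 active = interference check ratio from 0.5 to 1.5 plus GFP to RFP signal ratio inhibition reaching or exceeding a fixed threshold, cut at about 30% in these data, passing the limit was not always enough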; note: some compounds called inactive have numbers as strong as hits
DNMT1 inh: inhibitors of human DNMT1; P26358; DNMT1 molecular beacon, Hinp1I cleavage, fluorescence; inhibition (reported as % activation of signal), % at 10 µM; 0.83% of 360,000 active; AID 588458; in the data active = inhibition above about 50%
NadD block: blocks S. aureus nicotinate mononucleotide adenylyltransferase; purified NadD enzyme, colorimetric absorbance read-out; inhibition, % at 20 µM; 0.78% of 360,000 active; AID 602399; in the data active = inhibition above about 26%; note: some compounds past the cut are filed as inactive
NRP1-CendR mod: alters CendR peptide binding to human NRP-1 | FAM-RPARPAR peptide binding to NRP-1, fluorescence polarization | inhibition, % at 25 µM | 0.85% of 360,000 active;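 active = inhibition or corrected inhibition above about 18%, plus a signal ratio from 0.5 to 1.5, limit read from the data, passing the limit was not always enough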; note: strong numbers were not always called active
Scp1 inh: inhibitors of human Scp-1 phosphatase; Recombinant Scp1, phosphopeptide, malachite green phosphate absorbance; 0.88% of 340,000 active; Q9GZU7; inhibition, % at 20 µM;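 active = inhibition above about 50% at 20 µM, limit read from the data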;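 note: plate controls were DMSO wells with enzyme for no effect and wells lacking enzyme for full effect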
Target sequence (Q9GZU7 76-261 limits assumed): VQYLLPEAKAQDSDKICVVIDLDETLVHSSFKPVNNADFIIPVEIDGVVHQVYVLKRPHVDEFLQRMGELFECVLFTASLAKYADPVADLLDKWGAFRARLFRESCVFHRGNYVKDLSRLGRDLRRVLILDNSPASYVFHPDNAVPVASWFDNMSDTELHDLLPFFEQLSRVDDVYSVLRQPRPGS
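Material: truncated SCP-1 phosphatase (76-261aa) / Buffer or medium: 50 mM Tris acetate pH 5.5, 0.005% Tween-20, 10 mM MgCl2 / Compound dosing: one concentration, 20 µM, with 1.0% DMSO / Incubation: 45 min room-temperature reaction, 5 min colour, 30 min stabiliser / Detection: colorimetric free-phosphate detection, absorbance 630 nm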
SUMO1 PPI mod: SUMO1-SIM interaction modulation | P63165 | SUMO1 binding to a labelled peptide, TR-FRET, 1 h | inhibition, % at 20 µM | 0.33% of 360,000 active; in the data active = inhibition above about 37%
Target sequence (P63165 whole entry, looked up): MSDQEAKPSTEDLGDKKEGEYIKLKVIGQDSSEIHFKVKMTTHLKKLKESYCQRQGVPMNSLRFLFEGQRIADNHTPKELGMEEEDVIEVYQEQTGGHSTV
An asterisk follows results filed as active.

`CCOC(=O)N1CCN(C(=O)C(=O)NN)CC1` gave MT1-MMP act inh -4, Rpn11 inh inactive, STEP block 2, LMPTP inh -1.6, SKN-1 inh 7, DNMT1 inh 0, NadD block 0, NRP1-CendR mod 11, Scp1 inh 6 and SUMO1 PPI mod 1.
Screening CCN1CCN(c2ccc(S(=O)(=O)N3CCCCC3)cc2NC(=O)c2cccc(C)c2)CC1 returned MT1-MMP act inh 3, Rpn11 inh inactive, STEP block -3, LMPTP inh -8.1, SKN-1 inh 3, DNMT1 inh -1, NadD block -2, NRP1-CendR mod -5, Scp1 inh -4 and SUMO1 PPI mod -15.
For COc1ccccc1CCN1C(=S)NC(C)(C)CC1(C)O (stereo not given) the results were MT1-MMP act inh -3, Rpn11 inh inactive, STEP block 0, LMPTP inh 0.8, SKN-1 inh 12, DNMT1 inh 1, NadD block 12, NRP1-CendR mod -4, Scp1 inh -5 and SUMO1 PPI mod -5.
For CC1(C)CC(=O)C2=C(C1)NC1=C(C(=O)c3ccccc31)C2c1ccc(O)cc1 (stereo not given) the results were MT1-MMP act inh 10, Rpn11 inh inactive, STEP block 2, LMPTP inh 3.4, SKN-1 inh 2, DNMT1 inh -9, NadD block 1, NRP1-CendR mod 10, Scp1 inh -5 and SUMO1 PPI mod -22.
Screening O=C(Nc1ccc(Cl)cc1)NC1CCCCC1Cc1ccco1 (stereo not given) returned MT1-MMP act inh -9, Rpn11 inh inactive, STEP block -1, LMPTP inh 2.8, SKN-1 inh -5, DNMT1 inh 3, NadD block -3, NRP1-CendR mod -8, Scp1 inh -8 and SUMO1 PPI mod -1.
`Cc1ccccc1N(CC(=O)NC1CCCCC1)C(=O)c1csnn1` gave MT1-MMP act inh -1, Rpn11 inh inactive, STEP block 0, LMPTP inh -1.5, SKN-1 inh 22, DNMT1 inh -2, NadD block 6, NRP1-CendR mod -9, Scp1 inh -5 and SUMO1 PPI mod -5.
`CCn1nc(C(=O)N2CCc3ccccc3C2)c2ccccc2c1=O` gave MT1-MMP act inh -6, Rpn11 inh inactive, STEP block -3, LMPTP inh -0.2, SKN-1 inh 0, DNMT1 inh -6, NadD block -7, NRP1-CendR mod 6, Scp1 inh -5 and SUMO1 PPI mod 20.
For COc1cc(OC)c(C2Oc3nc(SC)nnc3-c3ccccc3N2C(C)=O)cc1OC (stereo not given) the results were MT1-MMP act inh 3, Rpn11 inh inactive, STEP block -1, LMPTP inh -1.1, SKN-1 inh 6, DNMT1 inh 0, NadD block 1, NRP1-CendR mod -20, Scp1 inh 3 and SUMO1 PPI mod -30.
For O=C1NC(C(=O)O)=CC(c2ccc([N+](=O)[O-])cc2)N1 (stereo not given) the results were MT1-MMP act inh 3, Rpn11 inh inactive, STEP block 0, LMPTP inh -0.8, SKN-1 inh -3, DNMT1 inh -3, NadD block -5, NRP1-CendR mod -10, Scp1 inh -3 and SUMO1 PPI mod -31.
Cc1cc(Cl)ccc1OCC(=O)NNC(=O)c1cccnc1 was read as MT1-MMP act inh 0, Rpn11 inh inactive, STEP block 4, LMPTP inh -1.0, SKN-1 inh -4, DNMT1 inh 1, NadD block -3, NRP1-CendR mod -7, Scp1 inh -5 and SUMO1 PPI mod -25.
COc1ccc(CN(C)C[C@H]2Oc3c(NC(=O)Nc4ccccc4)cccc3C(=O)N([C@H](C)CO)C[C@@H]2C)cc1 was read as MT1-MMP act inh 6, Rpn11 inh inactive, STEP block 0, LMPTP inh 1.4, SKN-1 inh 7, DNMT1 inh -7, NadD block -8, NRP1-CendR mod 3, Scp1 inh -6 and SUMO1 PPI mod 3.
CCC(C)(C)n1nnnc1CN1CCC(c2nc3ccc(C)cc3[nH]2)CC1 was read as MT1-MMP act inh 5, Rpn11 inh inactive, STEP block 0, LMPTP inh -0.8, SKN-1 inh 9, DNMT1 inh -3, NadD block -2, NRP1-CendR mod 4, Scp1 inh 2 and SUMO1 PPI mod 3.
Screening CCOC(=O)Cc1cc(=O)[nH]c(Nc2nc3ccccc3o2)n1 returned MT1-MMP act inh 1, Rpn11 inh inactive, STEP block 0, LMPTP inh 1.2, SKN-1 inh 3, DNMT1 inh 0, NadD block -2, NRP1-CendR mod 0, Scp1 inh -5 and SUMO1 PPI mod 5.
Screening CCn1ncc(C2=NOC(C(=O)N3CCC(C(N)=O)CC3)C2)c1C (stereo not given) returned MT1-MMP act inh -1, Rpn11 inh inactive, STEP block 0, LMPTP inh -1.4, SKN-1 inh 21, DNMT1 inh -1, NadD block -9, NRP1-CendR mod 5, Scp1 inh -11 and SUMO1 PPI mod -4.
For CCOC(=O)c1c(C)n(CC(O)c2ccccc2)c2ccc(O)cc12 (stereo not given) the results were MT1-MMP act inh 12, Rpn11 inh inactive, STEP block 4, LMPTP inh -0.3, SKN-1 inh 16, DNMT1 inh -6, NadD block 1, NRP1-CendR mod -7, Scp1 inh -8 and SUMO1 PPI mod 1.
For Cc1cccc(C(=O)NNC(=O)CN2C(=O)c3ccccc3C2=O)c1 the results were MT1-MMP act inh 3, Rpn11 inh inactive, STEP block -1, LMPTP inh -2.8, SKN-1 inh 3, DNMT1 inh -2, NadD block -2, NRP1-CendR mod -6, Scp1 inh -7 and SUMO1 PPI mod -3.
Cn1nc(C(=O)N2CCN(c3ccc(Cl)cc3)CC2)c2c1-c1ccccc1S(=O)(=O)C2 was read as MT1-MMP act inh 7, Rpn11 inh inactive, STEP block 2, LMPTP inh 2.2, SKN-1 inh -22, DNMT1 inh -2, NadD block 5, NRP1-CendR mod -2, Scp1 inh -3 and SUMO1 PPI mod 0.
For C/C(=N\NC(=O)CC#N)c1cc2ccccc2oc1=O the results were MT1-MMP act inh 5, Rpn11 inh inactive, STEP block 0, LMPTP inh -2.5, SKN-1 inh -5, DNMT1 inh -6, NadD block 3, NRP1-CendR mod 2, Scp1 inh -2 and SUMO1 PPI mod -8.
Screening Cc1ccc(C(=O)OCC(=O)Nc2ccc3c(c2)OCO3)o1 returned MT1-MMP act inh -1, Rpn11 inh inactive, STEP block 0, LMPTP inh -0.6, SKN-1 inh -14, DNMT1 inh 12, NadD block -2, NRP1-CendR mod -9, Scp1 inh 3 and SUMO1 PPI mod -1.
Screening O=C(NCCCNC(=O)c1cncc(O)c1)c1cncc(O)c1 returned MT1-MMP act inh 3, Rpn11 inh inactive, STEP block 0, LMPTP inh -2.1, SKN-1 inh -7, DNMT1 inh 0, NadD block -5, NRP1-CendR mod 3, Scp1 inh -3 and SUMO1 PPI mod 5.
For COC(=O)[C@@H](Cc1c[nH]c2ccccc12)NC(=O)CCC(=O)c1ccc(F)cc1 the results were MT1-MMP act inh -1, Rpn11 inh inactive, STEP block 2, LMPTP inh -1.8, SKN-1 inh -15, DNMT1 inh -6, NadD block -3, NRP1-CendR mod -2, Scp1 inh -7 and SUMO1 PPI mod 0.
Screening CC(C)c1nc(SCC(=O)Nc2cccc(C(F)(F)F)c2)c2c(=O)n(C)c(=O)n(C)c2n1 returned MT1-MMP act inh -7, Rpn11 inh inactive, STEP block 0, LMPTP inh 0.5, SKN-1 inh -3, DNMT1 inh 3, NadD block 15, NRP1-CendR mod 9, Scp1 inh -9 and SUMO1 PPI mod 1.
COc1ccc(OC)c(/C(C)=N/Nc2ccc(C(=O)O)cc2)c1 was read as MT1-MMP act inh -1, Rpn11 inh inactive, STEP block -2, LMPTP inh -1.7, SKN-1 inh -2, DNMT1 inh 0, NadD block 1, NRP1-CendR mod -1, Scp1 inh -1 and SUMO1 PPI mod 5.
Screening O=C(COc1cc(Cl)c(Cl)cc1Cl)Nc1ccncc1 returned MT1-MMP act inh 1, Rpn11 inh inactive, STEP block 2, LMPTP inh 0.6, SKN-1 inh 8, DNMT1 inh -1, NadD block 0, NRP1-CendR mod 4, Scp1 inh 9 and SUMO1 PPI mod 0.

Retrieved by compound from above, 3 records:
Screening CCn1ncc(C2=NOC(C(=O)N3CCC(C(N)=O)CC3)C2)c1C (stereo not given) returned MT1-MMP act inh -1, Rpn11 inh inactive, STEP block 0, LMPTP inh -1.4, SKN-1 inh 21, DNMT1 inh -1, NadD block -9, NRP1-CendR mod 5, Scp1 inh -11 and SUMO1 PPI mod -4.
Screening O=C(COc1cc(Cl)c(Cl)cc1Cl)Nc1ccncc1 returned MT1-MMP act inh 1, Rpn11 inh inactive, STEP block 2, LMPTP inh 0.6, SKN-1 inh 8, DNMT1 inh -1, NadD block 0, NRP1-CendR mod 4, Scp1 inh 9 and SUMO1 PPI mod 0.
For Cc1cccc(C(=O)NNC(=O)CN2C(=O)c3ccccc3C2=O)c1 the results were MT1-MMP act inh 3, Rpn11 inh inactive, STEP block -1, LMPTP inh -2.8, SKN-1 inh 3, DNMT1 inh -2, NadD block -2, NRP1-CendR mod -6, Scp1 inh -7 and SUMO1 PPI mod -3.

Remaining list, next part.
`Cc1ccsc1C1CC(=O)Nc2ccccc2S1` (stereo not given) gave MT1-MMP act inh -1, Rpn11 inh inactive, STEP block 1, LMPTP inh 0.6, SKN-1 inh 4, DNMT1 inh 2, NadD block -6, NRP1-CendR mod -11, Scp1 inh -17 and SUMO1 PPI mod -3.
Screening OCCCN1c2ccccc2Nc2nnc(-c3ccccc3)cc21 returned MT1-MMP act inh 5, Rpn11 inh inactive, STEP block 3, LMPTP inh 3.7, SKN-1 inh -1, DNMT1 inh -2, NadD block -3, NRP1-CendR mod -3, Scp1 inh -10 and SUMO1 PPI mod 6.
`O=C(C1CCC(CNS(=O)(=O)c2cccc3nsnc23)CC1)N1CC=C(c2ccccc2)CC1` (stereo not given) gave MT1-MMP act inh -4, Rpn11 inh inactive, STEP block -1, LMPTP inh 1.5, SKN-1 inh -20, DNMT1 inh -3, NadD block -2, NRP1-CendR mod -12, Scp1 inh -12 and SUMO1 PPI mod -20.
Screening CSc1ncc(Cl)c(C(=O)Nc2ccccc2Cl)n1 returned MT1-MMP act inh -2, Rpn11 inh inactive, STEP block -3, LMPTP inh -2.5, SKN-1 inh -2, DNMT1 inh 29, NadD block 1, NRP1-CendR mod -10, Scp1 inh -8 and SUMO1 PPI mod 6.
Screening O=C(Nc1ccc(Cl)cc1)Nc1nnc(-c2ccncc2)s1 returned MT1-MMP act inh -9, Rpn11 inh active, STEP block 10, LMPTP inh 60*, SKN-1 inh 3, DNMT1 inh -16, NadD block 19, NRP1-CendR mod -28, Scp1 inh 3 and SUMO1 PPI mod 9.
Screening CN(C)c1ccc(C(=O)OCC(=O)NCCNC(=O)COC(=O)c2ccc(N(C)C)cc2)cc1 returned MT1-MMP act inh 0, Rpn11 inh inactive, STEP block 1, LMPTP inh 1.3, SKN-1 inh 2, DNMT1 inh 2, NadD block 3, NRP1-CendR mod 2, Scp1 inh -4 and SUMO1 PPI mod -2.
